b-catenin transl – modulators of beta-catenin nuclear translocation, primary screen, imaging, HeLa cells, immunofluorescence, high-content. nuclear translocation activity, % at 5 µM. hit rate 0.3% among 190,000;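 active means nuclear translocation activity above 50% at 5 µM, with a well cell count of 50 or more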;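 further: per-cell ratio of nuclear to cytoplasmic median beta-catenin stain intensity; plate controls were DMSO negative control for no effect and GSK-3 inhibitor IX positive control for full effect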
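System: HeLa cells, endogenous beta-catenin; compound dosing: 5 µM primary single dose, 0.1% DMSO, 0.02–20 µM confirmation series; incubation: 24 h compound exposure at 37°C, 5% CO2; signal: beta-catenin immunofluorescence imaging with DAPI; evaluation: % activation, nuclear-to-cytoplasmic median beta-catenin signal ratio per cell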
WT yeast gro inh – growth inhibition of WT strain, primary screen, mitochondrial fusion inhibitor project, WT and mutant strains, chemical genetic; AID 1362, 2008; inhibition, % at 10 µM; mitochondrial fusion phenotypic screen; hit rate 2.1% among 190,000; in the data active means inhibition above about 58%; tested in S. cerevisiae
Hep lipid drop – inhibitors of hepatocyte lipid droplet formation, primary screen, imaging, high-throughput imaging, BODIPY stain. AML12 mouse hepatocytes, oleate lipid droplets. inhibition, % at 6.5 µM. hit rate 0.4% among 240,000. AID 1656, 2009;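 active means lipid droplet intensity inhibited by at least 50%, with more than 500 cells counted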
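System: AML12 hepatocytes (mouse). Probe or stimulus: oleic acid at 100 µM to induce lipid droplet formation. Times: overnight treatment with compound plus oleate. Detection: Image-based BODIPY and DAPI two-channel analysis. Evaluation: percent inhibition of filter-corrected integrated lipid droplet intensity per well.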
MT stabilizer – microtubule stabilizers in HeLa cells, primary screen, imaging, high-content imaging; HeLa tubulin immunostaining HCS, 24 h; share of cells brighter than vehicle mean+2SD; % tubulin-high responders, % at 10 µM; hit rate 0.83% among 200,000; AID 2205, 2009;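 active means plate Z-score above 3 for both tubulin-high and condensed-nucleus cell shares, with cell loss under 80%, at 10 µM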;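 further: anti alpha tubulin signal scored within the nucleus-defined area of each cell; some results filed as inactive read as strong as hits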
Dynein transport – inhibitors of GR-EGFP nuclear translocation, primary screen, dynein cargo transport inhibitor project, imaging, high-content, 3617.4 mouse cells. test concentration mostly 20 µM; stimulated with dexamethasone, 1 µM; stronger effect = lower value. z-score, hits read low. hit rate 0.47% among 220,000;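 active means plate z-score of nuclear minus cytoplasmic receptor signal below a set negative limit, without overly bright fluorescence or cell loss, cut at about -3.5 in these data, passing the limit was not always enough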;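 further: z-score of nuclear minus cytoplasmic ring GR-EGFP intensity difference per well; some compounds called inactive have numbers as strong as hits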
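Buffer or medium: tetracycline-free induction medium containing charcoal-stripped FBS / Reagent: dexamethasone agonist, 1.0 µM final, for 30 min / Technique: automated 10x imaging of fixed Hoechst-stained cells / Times: induction 48 h, compound 1 h, agonist 30 min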
Autophagy mod – autophagy modulators in MEF cells, primary screen, imaging, high-content, MEF GFP-LC3; calls only at 10 µM (by protocol); AID 463193, 2010; MEF GFP-LC3 puncta imaging; test concentration mostly 10 µM; hit rate 0.98% among 190,000;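 active means percentage of spot-positive cells more than 3 SD above its plate mean, without a fluorescence outlier flag or 80% toxicity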;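 further: spot-positive cell cutoff set from DMSO-treated cells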
Insulin prom up – insulin promoter activators in MIN6 cells, imaging, high-content screening, mouse beta cells; hit rate 0.3% among 190,000; AID 1625, 2009; MIN6 insulin promoter-GFP reporter; stronger effect = higher value; z-score at 5 µM;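 active means z-score above 3 at 5 µM with at least 500 cells counted in the well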
Yfh1-depleted yeast – enhancers of respiration in Yfh1-depleted yeast, dose response, Friedreich's ataxia, plus single-dose screen (AID 1465); fold induction at 50 µM, or EC50 in µM where a hit was titrated; hit rate 0.074% among 220,000; S. cerevisiae Yfh1-off respiration, WST-1 reduction, 72 h; higher fold induction means a stronger effect;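 active means fold induction of absorbance versus untreated yeast above a set limit, then at least 30% activation at any dose in follow-up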;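 further: activators that raise dye reduction in frataxin-depleted yeast; strong numbers were not always called active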
HEK293 NOD2/NF-kB – NOD2 signaling inhibitors, cell-based, luminescence, uHTS, HEK293 (AID 1566). HEK293 NOD2/NF-kB luciferase reporter, luminescence; higher % means a stronger effect. one-dose inhibition, % at 4 µM; EC50 in µM for titrated hits. hit rate 0.63% among 290,000; in the data active means inhibition above about 50%; further: many of its hits are not listed in these tables
WT yeast gro inh mutant strain – recorded beside WT yeast gro inh, whose call it bears; inhibition, %; mitochondrial fusion phenotypic screen, mutant strain inhibition
Dynein transport cytoplasmic EGFP – also measured in Dynein transport; calls as there; z-score; measured here: cytoplasmic GR-EGFP intensity; stronger effect = higher value
Dynein transport nuclear GR-EGFP – second read-out of Dynein transport, no call of its own (marks repeat the call); z-score; measured here: nuclear GR-EGFP intensity;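 lower value marks the stronger effect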
Dynein transport cell count – second read-out of Dynein transport, no call of its own (marks repeat the call); z-score; measured here: cell count per field
Insulin prom up cell count – further read-out of Insulin prom up, marked with its call; cell count; measured here: cytotoxicity, nuclei count;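 total cells summed across four imaged fields per well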
Hep lipid drop cells 6.5 µM – second read-out of Hep lipid drop, no call of its own (marks repeat the call); cell count; measured here: cell count, cytotoxicity flag;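 cells counted across two imaged fields per well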
b-catenin transl cell count 5 µM – further read-out of b-catenin transl, marked with its call; cell count; measured here: cell count, cytotoxicity flag
MT stabilizer Hoechst-high % – recorded beside MT stabilizer, whose call it bears; % Hoechst-high responders; measured here: nuclear condensation Hoechst responders;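 share of cells brighter than vehicle mean plus two SD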
MT stabilizer cytotoxicity % – also measured in MT stabilizer; calls as there; toxicity, %; measured here: cytotoxicity by cell density;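 0% = mean cell density of plate MIN control wells and 100% = no cells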
Autophagy mod cell loss 18 h – recorded beside Autophagy mod, whose call it bears; toxicity, %; measured here: cell loss, nuclei count;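 cell loss after 18 h compound exposure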
An asterisk follows results filed as active. An excerpt; count on the stated rates, not on these rows.

For CCOc1ccc(NC(=O)c2ccccc2NS(C)(=O)=O)cc1 the results were WT yeast gro inh -0.3, Hep lipid drop 5.3, MT stabilizer 2.0, Dynein transport 0.89, Autophagy mod inactive, Insulin prom up 0.83, Yfh1-depleted yeast inactive, HEK293 NOD2/NF-kB -9.0%, WT yeast gro inh mutant strain 1.8, Dynein transport cytoplasmic EGFP -0.217, Dynein transport nuclear GR-EGFP 0.744, Dynein transport cell count 0.407, Insulin prom up cell count 892, Hep lipid drop cells 6.5 µM 788, MT stabilizer Hoechst-high % 1.6, MT stabilizer cytotoxicity % 7.6 and Autophagy mod cell loss 18 h -10.8.
`O=C(CN1CCC(O)(c2ccc3c(c2)OCO3)CC1)NC1CCCCC1` gave b-catenin transl 1.3, WT yeast gro inh 6.3, Hep lipid drop -3.4, MT stabilizer 1.9, Dynein transport -0.833, Autophagy mod inactive, Yfh1-depleted yeast inactive, HEK293 NOD2/NF-kB 16.5%, WT yeast gro inh mutant strain -0.1, Dynein transport cytoplasmic EGFP -0.202, Dynein transport nuclear GR-EGFP -0.59, Dynein transport cell count 0.558, Hep lipid drop cells 6.5 µM 667, b-catenin transl cell count 5 µM 1558, MT stabilizer Hoechst-high % 1.5, MT stabilizer cytotoxicity % 5.2 and Autophagy mod cell loss 18 h -18.7.
Screening Cn1c(Cn2c(=O)sc3ccccc32)nnc1SCC(=O)NCc1ccccc1 returned b-catenin transl -1.0, WT yeast gro inh 7.9, Hep lipid drop -1.1, MT stabilizer 3.5, Dynein transport 0.675, Autophagy mod inactive, Insulin prom up 0.45, Yfh1-depleted yeast inactive, HEK293 NOD2/NF-kB 5.7%, WT yeast gro inh mutant strain -0.1, Dynein transport cytoplasmic EGFP -0.17, Dynein transport nuclear GR-EGFP 0.701, Dynein transport cell count 0.185, Insulin prom up cell count 1148, Hep lipid drop cells 6.5 µM 767, b-catenin transl cell count 5 µM 981, MT stabilizer Hoechst-high % 2.5, MT stabilizer cytotoxicity % 6.7 and Autophagy mod cell loss 18 h 8.3.
Screening CCOc1ccc(C(=O)Nc2cc(C)ccn2)cc1 returned b-catenin transl -1.1, WT yeast gro inh 51.6, Hep lipid drop -4.7, MT stabilizer 3.8, Dynein transport -0.147, Autophagy mod inactive, Insulin prom up -0.53, Yfh1-depleted yeast inactive, HEK293 NOD2/NF-kB -51.9%, WT yeast gro inh mutant strain 35.0, Dynein transport cytoplasmic EGFP -0.262, Dynein transport nuclear GR-EGFP -0.047, Dynein transport cell count 0.099, Insulin prom up cell count 1139, Hep lipid drop cells 6.5 µM 669, b-catenin transl cell count 5 µM 1054, MT stabilizer Hoechst-high % 2.7, MT stabilizer cytotoxicity % 1.2 and Autophagy mod cell loss 18 h -2.8.
CNc1oc(-c2ccccc2Cl)nc1P(=O)(c1ccccc1)c1ccccc1 was read as b-catenin transl -0.3, WT yeast gro inh 56.5, Hep lipid drop -12.7, MT stabilizer 4.6, Dynein transport -0.206, Autophagy mod inactive, Insulin prom up 0.1, Yfh1-depleted yeast inactive, HEK293 NOD2/NF-kB 6.1%, WT yeast gro inh mutant strain 31.8, Dynein transport cytoplasmic EGFP -0.268, Dynein transport nuclear GR-EGFP -0.266, Dynein transport cell count 0.0563, Insulin prom up cell count 1501, Hep lipid drop cells 6.5 µM 643, b-catenin transl cell count 5 µM 1110, MT stabilizer Hoechst-high % 2.2, MT stabilizer cytotoxicity % 6.4 and Autophagy mod cell loss 18 h 7.8.
`CCN(CC)c1ccc(NC(=O)Cn2ncc3c(C)n(Cc4ccccc4F)c(C)c3c2=O)c(C)c1` gave b-catenin transl -1.5, WT yeast gro inh -7.9, Hep lipid drop 17.4, MT stabilizer 3.1, Dynein transport -0.941, Autophagy mod inactive, Insulin prom up 0.85, Yfh1-depleted yeast inactive, HEK293 NOD2/NF-kB 5.0%, WT yeast gro inh mutant strain -8.7, Dynein transport cytoplasmic EGFP -0.29, Dynein transport nuclear GR-EGFP -0.802, Dynein transport cell count 0.798, Insulin prom up cell count 1509, Hep lipid drop cells 6.5 µM 648, b-catenin transl cell count 5 µM 1063, MT stabilizer Hoechst-high % 3.1, MT stabilizer cytotoxicity % 11.0 and Autophagy mod cell loss 18 h -4.4.
`COC(=O)c1ccccc1NC(=O)Cn1c(=O)n(CCC(=O)NC2CCN(Cc3ccccc3)CC2)c(=O)c2ccccc21` gave b-catenin transl 0.4, Hep lipid drop -1.0, Dynein transport -0.544, Insulin prom up -0.49, Yfh1-depleted yeast inactive, HEK293 NOD2/NF-kB 7.5%, Dynein transport cytoplasmic EGFP -0.781, Dynein transport nuclear GR-EGFP -0.486, Dynein transport cell count 0.4, Insulin prom up cell count 1057, Hep lipid drop cells 6.5 µM 664 and b-catenin transl cell count 5 µM 1262.
Screening COC(=O)NC(=S)Nc1ccc(Oc2ccc(Cl)cc2Cl)c(Cl)c1 returned b-catenin transl -2.7, WT yeast gro inh 42.0, Hep lipid drop -3.7, MT stabilizer 26.0*, Dynein transport -0.725, Autophagy mod inactive, Yfh1-depleted yeast inactive, HEK293 NOD2/NF-kB -1.3%, WT yeast gro inh mutant strain 3.9, Dynein transport cytoplasmic EGFP -0.261, Dynein transport nuclear GR-EGFP -0.203, Dynein transport cell count 0.109, Hep lipid drop cells 6.5 µM 717, b-catenin transl cell count 5 µM 1216, MT stabilizer Hoechst-high % 16.3*, MT stabilizer cytotoxicity % 18.9* and Autophagy mod cell loss 18 h -1.2.
For COc1cccc(Cc2n[nH]c(=S)n2Cc2ccco2)c1 the results were b-catenin transl 0.7, Hep lipid drop -0.7, Dynein transport 0.269, Insulin prom up -0.4, Yfh1-depleted yeast inactive, HEK293 NOD2/NF-kB -4.5%, Dynein transport cytoplasmic EGFP -0.21, Dynein transport nuclear GR-EGFP 0.451, Dynein transport cell count 0.488, Insulin prom up cell count 1084, Hep lipid drop cells 6.5 µM 666 and b-catenin transl cell count 5 µM 1386.
For O=C(C[n+]1ccc(CCSc2ccc(F)cc2)cc1)c1ccccc1 the results were b-catenin transl -1.9, WT yeast gro inh 7.2, Hep lipid drop 7.0, MT stabilizer 2.2, Dynein transport 0.768, Autophagy mod inactive, Insulin prom up 0.95, Yfh1-depleted yeast inactive, HEK293 NOD2/NF-kB 5.2%, WT yeast gro inh mutant strain -10.0, Dynein transport cytoplasmic EGFP 0.376, Dynein transport nuclear GR-EGFP 0.919, Dynein transport cell count -2.53, Insulin prom up cell count 1117, Hep lipid drop cells 6.5 µM 703, b-catenin transl cell count 5 µM 1083, MT stabilizer Hoechst-high % 1.8, MT stabilizer cytotoxicity % 5.7 and Autophagy mod cell loss 18 h -4.5.
`CC1CCCCC12NC(=O)N(CC(=O)NCCc1ccccn1)C2=O` (stereo not drawn) gave b-catenin transl 3.0, WT yeast gro inh -19.1, MT stabilizer 2.7, Dynein transport -1.08, Autophagy mod inactive, Insulin prom up -0.03, Yfh1-depleted yeast inactive, HEK293 NOD2/NF-kB 11.6%, WT yeast gro inh mutant strain 13.8, Dynein transport cytoplasmic EGFP -0.223, Dynein transport nuclear GR-EGFP -0.358, Dynein transport cell count 0.98, Insulin prom up cell count 1552, b-catenin transl cell count 5 µM 1371, MT stabilizer Hoechst-high % 2.6, MT stabilizer cytotoxicity % 2.5 and Autophagy mod cell loss 18 h -22.2.
Screening Nc1ccccc1SCc1csc(-c2ccc(Cl)cc2)n1 returned b-catenin transl -0.2, Hep lipid drop 12.5, Dynein transport -0.701, Insulin prom up 0.32, Yfh1-depleted yeast inactive, HEK293 NOD2/NF-kB -60.9%, Dynein transport cytoplasmic EGFP -0.0613, Dynein transport nuclear GR-EGFP -0.314, Dynein transport cell count 0.102, Insulin prom up cell count 1377, Hep lipid drop cells 6.5 µM 740 and b-catenin transl cell count 5 µM 1143.
`COc1cccc(OCC(=O)O/N=C(\N)c2ccc(OC)c(OC)c2)c1` gave b-catenin transl -1.0, WT yeast gro inh 2.9, Hep lipid drop -25.9, MT stabilizer 1.9, Dynein transport -0.865, Autophagy mod inactive, Insulin prom up -0.16, Yfh1-depleted yeast inactive, HEK293 NOD2/NF-kB 24.7%, WT yeast gro inh mutant strain -12.1, Dynein transport cytoplasmic EGFP -0.221, Dynein transport nuclear GR-EGFP 0.0384, Dynein transport cell count 0.863, Insulin prom up cell count 1250, Hep lipid drop cells 6.5 µM 662, b-catenin transl cell count 5 µM 1057, MT stabilizer Hoechst-high % 1.7, MT stabilizer cytotoxicity % 5.7 and Autophagy mod cell loss 18 h -15.7.
`CN1CCN(C(N)=NC(=O)c2ccccc2)CC1` gave b-catenin transl 0.7, WT yeast gro inh -16.9, Hep lipid drop 0.2, MT stabilizer 5.7, Dynein transport -0.753, Autophagy mod inactive, Insulin prom up 0.96, Yfh1-depleted yeast inactive, HEK293 NOD2/NF-kB 12.1%, WT yeast gro inh mutant strain 4.1, Dynein transport cytoplasmic EGFP -0.321, Dynein transport nuclear GR-EGFP -0.673, Dynein transport cell count 0.897, Insulin prom up cell count 1369, Hep lipid drop cells 6.5 µM 648, b-catenin transl cell count 5 µM 905, MT stabilizer Hoechst-high % 2.9, MT stabilizer cytotoxicity % 4.5 and Autophagy mod cell loss 18 h 1.1.

Source: PubChem BioAssay (several laboratories)
